Screening results: PubChem BioAssay, National Center for Advancing Translational Sciences (NCATS)
D2 antag – antagonizes the human D2 dopamine receptor. HEK293 TREx D2 cells, calcium flux, dopamine EC80. inhibition, % at 10 µM. actives 2% (n = 340,000). AID 485344; in the data active = inhibition above about 30%; also: 0% is about no effect
Target sequence (P14416 whole entry, looked up): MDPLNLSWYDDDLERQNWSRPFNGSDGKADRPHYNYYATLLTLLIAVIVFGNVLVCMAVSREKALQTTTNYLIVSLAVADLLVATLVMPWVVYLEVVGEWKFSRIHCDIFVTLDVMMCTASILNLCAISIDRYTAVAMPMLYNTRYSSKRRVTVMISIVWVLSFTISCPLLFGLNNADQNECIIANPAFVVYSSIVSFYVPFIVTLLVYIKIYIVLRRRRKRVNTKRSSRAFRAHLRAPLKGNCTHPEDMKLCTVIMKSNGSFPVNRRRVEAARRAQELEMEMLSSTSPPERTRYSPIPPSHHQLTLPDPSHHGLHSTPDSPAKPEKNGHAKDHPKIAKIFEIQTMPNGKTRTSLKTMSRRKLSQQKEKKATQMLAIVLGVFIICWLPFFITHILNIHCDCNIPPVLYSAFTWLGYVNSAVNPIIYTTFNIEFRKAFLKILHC
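Measurement of antagonist activity uses fluorescent calcium dye in inducible HEK293 T-REx D2 cells: 10 s baseline, compound addition with 180 s read, EC80 dopamine addition with a further 180 s read.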
LDHA inh – LDHA (human) enzyme inhibition; P00338; purified LDHA, NADH/diaphorase-resazurin fluorescence; active compounds read low; actives 0.15% (n = 480,000); AID 1347041; activity change, % (values are at about 110 or 230 µM); in the data active = activity change below about -30%; inconclusive = mostly about -25% to -30%;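 also: plate controls were DMSO wells for no effect and wells without enzyme for full effect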
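LDH5 2 nM; NADH 0.06 mM, pyruvate 0.2 mM; 200 mM Tris pH 7.4, EDTA, Tween-20; 5 min RT. Detection: diaphorase 0.133 mg/mL + resazurin 37 µM, fluorescence ex540/em590 at 0 and 20 min; normalized to enzyme-free and DMSO wells.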
Vif-APOBEC3F blk – blocks the Vif interaction with APOBEC3F; actives 0.2% (n = 390,000); AID 602313; Potency, µM (doses to about 46.1 µM), for inactives: top-dose activity, negative = active; HeLa A3F-eYFP + Vif (tagged APOBEC3F with the HIV-1 protein that degrades it), YFP fluorescence increase; also: potency is read from the fitted curve at half-maximal effect; % of control where 0% means no effect; nearly all actives have a fitted effect of over 65% in size
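HeLa cells stably expressing Vif plus C-terminally eYFP-tagged A3F were seeded, incubated overnight at 37 deg C, dosed with compound, incubated overnight again at 37 deg C. Yellow fluorescence (Ex 488/Em 500-530) reported blocked Vif-mediated A3F-eYFP degradation.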
Vif-A3G inh – inhibitors of Vif-APOBEC3G interaction. Potency, µM (titrated, usually from 46.1 µM), for inactives: at the highest dose activity, negative = active, hits mostly inhibitors. Q9HC16. actives 0.076% (n = 410,000). HeLa A3G-eYFP + Vif (tagged APOBEC3G with the HIV-1 protein that degrades it), YFP fluorescence, overnight. AID 602310;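 also: potency is read from the fitted curve at half-maximal effect; % is scaled to controls: 0 for no effect and ±100 for the full control effect; nearly all actives have a fitted effect of over 60% in size; hits raise eYFP signal because A3G escapes Vif-driven loss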
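Read-out is eYFP fluorescence (Ex 488/Em 500-530) from Vif-expressing HeLa A3G-eYFP cells; more signal means A3G escaped Vif-mediated degradation. Cells plated overnight, compound pinned in, incubated overnight at 37 deg C.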
GRP78 ERSR act – induces the endoplasmic reticulum stress response in human glioma cells; U87-MG GRP78 promoter luciferase reporter, 16 h; Potency, µM, inactives show at the top dose activation, hits mostly activators; actives 0.02% (n = 420,000); also: potency is read from the fitted curve at half-maximal effect; series mostly up to about 76 µM; % of control where 0% means no effect; nearly all actives have a fitted effect of over 35% in size
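Stably transfected U87-MG glioma cells carrying a GRP78-based luciferase sensor; 16 h compound incubation. Luminescence end-point read 10 min after Bright-Glo addition at room temperature.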
ALOX12 inh – ALOX12 (human) lipoxygenase inhibition; actives 1.1% (n = 580,000); purified 12hLO, xylenol orange hydroperoxide absorbance; P18054; Potency, µM (doses to about 108 µM), for the others: at the highest dose activity change, negative = inhibition, actives largely listed as inhibitors; also: potency is read from the fitted curve at half-maximal effect; % is scaled to controls: 0 for no effect and ±100 for the full control effect
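Purified human 12hLO at 150 nM in 25 mM Hepes, 0.01% Triton X-100, pH 7.0, preincubated 15 min at room temperature with compound. Reaction started with 40 uM arachidonic acid, 30 min at room temperature. Hydroperoxide measured by Fe-xylenol orange, 573/405 nm absorbance ratio.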
ERG-DNA inh – blocks human ERG Ets domain binding to DNA; fluorescence polarization, His-ERG Ets domain / labelled DNA; actives 0.028% (n = 370,000); Potency, µM (series often up to 76.9 µM), inactives show at the highest dose FP activity, negative = inhibition, hits mostly inhibitors; P11308; active = well fitted inhibition curve with a large enough effect in the polarisation, with a control signal flat; inconclusive = small, poorly fitted or top-dose-only effect, or effect the other way, or a change in a side signal; inactive = no such curve, though single readings can be large or run the other way; the % refers to the polarisation;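 also: polarization taken with two DNA probes labelled with fluorescein and Texas red; potency is read from the fitted curve at half-maximal effect; % of control where 0% means no effect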
Target sequence (P11308 whole entry, looked up, the tested form may be a part): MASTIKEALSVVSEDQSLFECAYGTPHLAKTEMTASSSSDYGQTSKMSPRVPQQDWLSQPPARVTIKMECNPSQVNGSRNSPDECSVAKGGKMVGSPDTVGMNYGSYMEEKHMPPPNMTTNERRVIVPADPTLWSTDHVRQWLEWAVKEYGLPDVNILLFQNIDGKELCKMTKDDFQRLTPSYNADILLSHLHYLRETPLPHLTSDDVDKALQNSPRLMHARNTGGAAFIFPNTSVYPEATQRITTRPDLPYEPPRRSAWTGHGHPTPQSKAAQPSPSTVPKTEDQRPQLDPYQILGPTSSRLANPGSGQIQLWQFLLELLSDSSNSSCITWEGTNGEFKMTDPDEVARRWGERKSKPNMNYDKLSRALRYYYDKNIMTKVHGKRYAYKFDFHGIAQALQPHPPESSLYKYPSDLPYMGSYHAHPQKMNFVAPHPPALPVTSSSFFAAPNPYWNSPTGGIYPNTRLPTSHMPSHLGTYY
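His-tagged ERG Ets domain (1 uM in the protein solution; 300mM KCl, 50mM Tris-HCl, 1mM EDTA, 1mM DTT, pH 7.5) received compound, then a probe mix of 5 nM fluorescein-DNA and 100nM Texas-615-DNA. Fluorescence polarization was read for both dyes.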
D2 agonist – activates the human D2 dopamine receptor. HEK293 T-REx D2 cells, calcium flux agonist mode. activation, % at 2 µM. actives 0.53% (n = 340,000). AID 485358;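 active = activation over 3 SD above normal in the single-dose calcium agonist read, cut at about 30% in these data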; also: 0% is about no effect
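In this primary screen, compounds producing a positive calcium signal within 180 s of addition to tetracycline-induced, force-coupled HEK293 Trex D2 cells are flagged; cells are dye-loaded with a no-wash calcium kit beforehand.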
RGS4 inh – inhibitors of human regulator of G protein signaling 4 | actives 0.039% (n = 390,000) | Transcreener GDP fluorescence polarization, RGS4-accelerated GTP hydrolysis | Potency, µM (top dose mostly 114 µM), inactives show top-dose activity change, negative = inhibition, usual class: inhibitors | AID 504845; also: potency is read from the fitted curve at half-maximal effect; % is scaled to controls: 0 for no effect and ±100 for the full control effect; nearly all actives have a fitted effect of over 75% in size; some results filed as inactive show a strong effect at the top dose
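MLSMR compounds (23 nl, pin-transferred) preincubated 10 min at room temperature with a 500nM (2x) first reagent, then RGS4 at 900nM (2x) plus Transcreener GDP mix added; fluorescence polarization (620/688 nm) read before and after 90 min at 30 °C.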
* = called active by the depositor; ? = inconclusive; . = no result given; [ ] = another dose, or the depositor's remark. Unless noted, calls follow the shape of the dose curve; as a rule, active = well fitted curve in the direction sought with a large enough effect; inconclusive = small, poorly fitted or top-dose-only effect, or another doubt; inactive = no such curve, though single readings can be large; an effect the other way counts as inactive or inconclusive.

SMILES | D2 antag | LDHA inh | Vif-APOBEC3F blk | Vif-A3G inh | GRP78 ERSR act | ALOX12 inh | ERG-DNA inh | D2 agonist | RGS4 inh
COc1cc(Br)c(-c2sc(Nc3ccccc3)n[n+]2-c2ccc(F)cc2)cc1OC | -1 | 0 | 2% | 0% | -5% | ? | -6% | -0.2 | -25%
O=C(Nc1cccc(-c2nc3ccccc3o2)c1)c1ccc(N2C(=O)C3C4C=CC(C4)C3C2=O)cc1 (stereo not given) | -10 | -6 | -2% | -20% | -6% | 398%[activator] | -8% | -0.2 | -15%
COc1ccc(CNc2ccc(S(=O)(=O)N3CCN(C)CC3)cn2)cc1OC | -22 | -2 | -1% | 2% | -4% | -11% | -2% | 0.5 | 4%
O=C(CCCN1C(=O)CCC1=O)Nc1cccc(C(F)(F)F)c1 | 2 | 0 | -3% | -1% | -2% | -24% | 2% | 0.5 | -1%
CCc1ccnc(NS(=O)(=O)c2ccc3c(c2)CCO3)c1 | 7 | -6 | -7% | 4% | -1% | ? | 6% | 0.2 | 4%
COc1ccc(CNC(=O)CC2N=C3c4ccccc4N=C(SCC(=O)Nc4ccc(C(C)C)cc4)N3C2=O)cc1 (stereo not given) | . | 3 | 2% | 1% | -3% | -28% | 3% | -4.5 | -22%
c1ccc(Nc2nc(-c3ccccc3)nc3ccccc23)cc1 | -8 | -3 | -8% | 0% | -6% | ? | 2% | -0.1 | 10%
O=C(Nc1ccc(Br)cc1)Nc1ccccc1F | 3 | -6 | 9% | -8% | 4% | -1% | 8% | 0.0 | 2%
Cc1ccc(SCC(=O)Nc2ccc(S(=O)(=O)Nc3nccs3)cc2)cc1 | -2 | -6 | 5% | -15% | -2% | -11% | 6% | -0.4 | -27%
CSc1ccc(C(=O)C2CCCN(Cc3ccc(N4CCNC4=O)cc3)C2)cc1 (stereo not given) | . | -5 | -8% | 8% | -5% | 2% | -6% | . | -14%
CN(C(=O)c1cccc(NC(=O)Cc2ccc(NC(=O)C3CCN(C(=O)CCc4ccccc4)CC3)cc2)c1)C1CCC1 | . | 2 | 2% | -1% | -2% | ? | -4% | . | -5%
CSCCC(NC(=O)CCC(=O)OCC(=O)[C@@]1(O)CCC2[C@@H]3CCC4=CC(=O)C=C[C@]4(C)C3[C@@H](O)C[C@@]21C)C(=O)O (stereo not given in full) | -21 | -5 | -2% | 0% | -1% | -5% | 18% | -0.4 | 24%
COc1ccc(-c2cc3nc(C)cc(N4CCN(C(=O)c5cccnc5)CC4)n3n2)cc1 | . | 0 | -3% | -8% | -3% | -14% | . | . | .
O=C(CCNC(=O)c1ccccc1)OCN1C(=O)c2ccccc2C1=O | 10 | -8 | 0% | 1% | -2% | 34%[activator] | -3% | 0.1 | -40%
COc1cccc(N2CCN(C(=O)C3CCCN(S(=O)(=O)c4cccc5nsnc45)C3)CC2)c1 (stereo not given) | . | -3 | -2% | -7% | -3% | 0% | 9% | 0.2 | 9%
CC1(C)C=C(c2ccc(O)cc2)CC(C)(C)N1 | 6 | -4 | -3% | -2% | -5% | 3% | . | 0.1 | -15%
COc1ccc2oc(=N)c(C(=O)NCc3ccccc3)cc2c1 | -1 | -3 | 3% | -4% | -4% | 3% | -15% | 0.9 | -41%
Cc1ccc(S(=O)(=O)NC2OC(=O)C(Cl)=C2Cl)cc1 (stereo not given) | 7 | -5 | -4% | 3% | 4% | ? | -4% | -0.6 | -41%
c1coc(-c2ncc[nH]2)c1 | 7 | 11 | -1% | -1% | 13% | 0% | 2% | -0.5 | -52%
O=C(NC(Cc1ccccc1)C(=O)N1CCCCCC1)c1ccccc1 (stereo not given) | 9 | -1 | -4% | 5% | -3% | 13% | 0% | 1.8 | 13%

One compound at a time (already shown). Order of screens: D2 antag	LDHA inh	Vif-APOBEC3F blk	Vif-A3G inh	GRP78 ERSR act	ALOX12 inh	ERG-DNA inh	D2 agonist	RGS4 inh
CN(C(=O)c1cccc(NC(=O)Cc2ccc(NC(=O)C3CCN(C(=O)CCc4ccccc4)CC3)cc2)c1)C1CCC1 across the screens: .	2	2%	-1%	-2%	?	-4%	.	-5%
COc1ccc(-c2cc3nc(C)cc(N4CCN(C(=O)c5cccnc5)CC4)n3n2)cc1 across the screens: .	0	-3%	-8%	-3%	-14%	.	.	.

Going on with the list.
SMILES | D2 antag | LDHA inh | Vif-APOBEC3F blk | Vif-A3G inh | GRP78 ERSR act | ALOX12 inh | ERG-DNA inh | D2 agonist | RGS4 inh
CCOC(=O)C(C)(C)Sc1nc2c(cnn2-c2ccc(C)cc2)c(=O)[nH]1 | 48* | -3 | . | 1% | 2% | ? | 5% | -1.4 | 1%
CCCCNCc1nc2ccccc2c(=O)[nH]1 | -8 | 4 | ? | 2% | 1% | 17% | 17% | 0.4 | 18%
O=C(/C=C/c1ccccc1[N+](=O)[O-])N1CCN(c2ccc(F)cc2)CC1 | 1 | -2 | 1% | -11% | -1% | -19% | -2% | -0.2 | 1%
CS(=O)(=O)c1ccc(C(=O)NCc2ccccc2F)cc1 | 8 | -2 | 6% | 0% | -3% | 1% | 1% | -0.1 | -17%
Cc1cc(C(=O)Nc2nnc(C3CCCCC3)s2)no1 | 10 | -1 | -7% | -5% | 2% | 23% | 4% | 0.2 | -20%
Cc1ccc(S(=O)(=O)Nc2ccc(-c3nnc(SCc4ccccc4Cl)o3)cc2)cc1 | -19 | -1 | ? | 0% | 4% | -24% | 1% | -1.3 | -16%
CNC(=O)c1ccc(Nc2nnc(-c3ccc(O)cc3)c3ccccc23)cc1 | -1 | 1 | 0% | -22% | 1% | 3% | 7% | -1.2 | -37%
CC(C)[C@H](NC(=O)c1ccccc1Cl)C(=O)OCC(=O)NCc1ccc2c(c1)OCO2 | . | 1 | -3% | 2% | -1% | ? | 1% | . | 1%
CN(c1cccc(NC(=O)c2ccc(Cl)c(S(=O)(=O)Nc3ccccc3)c2)c1)S(C)(=O)=O | -15 | -4 | 1% | 1% | 5% | -9% | -1% | -1.2 | -5%
O=C(C1CC1)N1CCN=C1SCc1ccc(Cl)cc1 | 2 | -3 | -5% | -9% | -4% | 21% | 14% | 0.0 | -4%
CC(C)CN(C(=O)Cn1c(C(F)(F)F)nc2ccccc21)c1c(N)n(Cc2ccccc2)c(=O)[nH]c1=O | . | -7 | 2% | 0% | -5% | 38%[activator] | -2% | . | -31%
CC(C)c1ccc(/C=C/C(=O)NC(=S)NN2CCOCC2)cc1 | 10 | 0 | ? | 2% | 9% | ? | -5% | 0.0 | -50%
O=C(CSc1ccc(-c2ccccn2)nn1)NCc1ccc(Cl)cc1 | -12 | -2 | 1% | 2% | -7% | 8% | 2% | -0.1 | 5%
CCc1nc2ccc(C(=O)N(CC)CCN(C)C)cn2c1N(C=O)CCC(C)C | . | -12 | . | -2% | -3% | 1% | . | . | .
O=C(CC1N=C2c3ccccc3N=C(SCc3ccccc3Cl)N2C1=O)NCc1cccs1 (stereo not given) | . | -6 | ? | -29% | -3% | ? | 13% | 0.3 | 12%
O=C1NN(c2ccccc2)C(=O)/C1=C/c1ccc(-c2ccc(Cl)c(C(=O)O)c2)o1 | 6 | -1 | 6% | 4% | -1% | ? | -5% | -0.2 | -7%
Fc1ccc(CSc2nnc(-c3cnccn3)n2Cc2ccco2)cc1 | 2 | 1 | -3% | -4% | 0% | -7% | -2% | -2.4 | 5%
COC(=O)c1cc2ccsc2n1CC(=O)Nc1ccc(N(C)C)cc1 | -4 | -7 | -1% | -5% | -5% | -28% | . | 0.3 | -3%
FC(F)(F)c1cccc(NC(=S)NC(c2ccccc2)c2ccccc2)c1 | -20 | -13 | 2% | -2% | -6% | 35µM* | -9% | 1.8 | 29%
OCC1CCCN(Cc2cn(Cc3ccccc3)nc2-c2cc3ccccc3o2)C1 (stereo not given) | -1 | -3 | -1% | 1% | -2% | -5% | -3% | 1.4 | 8%
S=C(Cc1ccc(-c2ccccc2)cc1)N1CCOCC1 | . | -2 | -2% | -8% | 2% | 0% | 1% | . | 20%
O=C(CSc1nncs1)NC(=O)NC1CCCC1 | 3 | -11 | 0% | 3% | -5% | -7% | -2% | -0.2 | 9%
COc1ccccc1-c1coc2c(CN3CCCC(C)C3)c(O)ccc2c1=O (stereo not given) | -8 | -5 | 3% | 3% | -5% | 1% | 0% | 1.4 | 23%
Cc1ccc(S(=O)(=O)n2nc(-n3c(C)ccc3C)c3c(F)cccc32)c2ccccc12 | -4 | -6 | 3% | -2% | -7% | 9% | 5% | 0.0 | -1%
O=CNC1c2ccccc2CCc2ccccc21 | . | -8 | 17% | -5% | -2% | 0% | 2% | . | -12%
CCOC(=O)c1nn(-c2cccc(Cl)c2)c2nc(Nc3ccccc3)cc(=O)n12 | 7 | -3 | 10% | -3% | -4% | -6% | 1% | 3.1 | 1%
COc1ccc(C(=O)C(CN2CCOCC2)c2ccccc2)cc1 (stereo not given) | -1 | -7 | -3% | -23% | -5% | -25%[57.4 µM] | -2% | 0.1 | 13%
Cc1ccccc1-c1nnc(-c2ccccc2C)o1 | -8 | -20 | -2% | -2% | 3% | -5% | -6% | -1.0 | -2%
O=C1CSc2ccccc2N1 | . | -1 | -6% | -4% | -3% | 11% | 16% | . | -20%
O=C(COc1ncnc2scc(-c3ccccc3)c12)NC1CCCc2ccccc21 (stereo not given) | -5 | 0 | -9% | 0% | -7% | 0% | 3% | 0.2 | -38%

The list is partial, so the mix of outcomes need not match the whole.
